Screening data from PubChem BioAssay.
CSM14.1 death rescue: rescue of cells from ER stress-induced death, primary screen, 384-well, CSM14.1, thapsigargin, ATP luminescence (AID 1222); CSM14.1 thapsigargin-induced death rescue, ATP luminescence; higher % means a stronger effect; cellular ATP content (survival), % at 20 µM, or EC50 in µM where a hit was titrated; 190,000 tested, under 10 active;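 active = EC50 below 50 µM in the dose-response confirmation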;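 note: death triggered by thapsigargin at about 15 µM added after 2 h compound pretreatment; cell ATP read after overnight thapsigargin exposure of roughly 18 to 22 hours; normalized against plate controls of thapsigargin alone and 5% DMSO vehicle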
Insulin prom up: MIN6 insulin promoter up-regulation | MIN6 insulin promoter-GFP reporter, high-content imaging; stronger effect = higher value | z-score at 5 µM | hit rate 0.3% among 190,000 | AID 1625;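 active = z-score above 3 at 5 µM with at least 500 cells counted in the well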
M1AAP inhibition: P. falciparum M1AAP inhibitors, biochemical, fluorogenic H-Leu-NHMec substrate, 1536-well (AID 1445). recombinant M1AAP, H-Leu-NHMec fluorogenic kinetic assay; higher % means a stronger effect. hit rate 0.42% among 220,000. inhibition, % at 30 µM; hits with a dose series show IC50 in µM;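 active = primary inhibition above the hit cutoff, then over 50% inhibition at one or more dose response concentrations, cut at about 23% in these data, passing the limit was not always enough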;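 note: plate controls were DMSO full reaction for no effect and no enzyme background for full effect; strong numbers were not always called active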
bCat nuc transl: alters nuclear translocation of beta-catenin in HeLa cells; immunofluorescence imaging; nuclear translocation activity, % at 5 µM; hit rate 0.3% among 190,000; AID 1665;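 active = nuclear translocation activity above 50% at 5 µM, with a well cell count of 50 or more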;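 note: per-cell ratio of nuclear to cytoplasmic median beta-catenin stain intensity; plate controls were DMSO negative control for no effect and GSK-3 inhibitor IX positive control for full effect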
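Technique: fluorescence imaging of beta-catenin antibody stain plus DAPI / Material: human HeLa cell line / Incubation: compound treatment 24 h, 37°C, 5% CO2 / Read-out basis: % activation of per-cell nuclear versus cytoplasmic median beta-catenin signal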
Autophagy HCS: alters autophagy in cells | MEF GFP-LC3 puncta imaging; test concentration mostly 10 µM | hit rate 0.98% among 190,000 | calls only at 10 µM (by protocol);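 active = percentage of spot-positive cells more than 3 SD above its plate mean, without a fluorescence outlier flag or 80% toxicity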;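 note: spot-positive cell cutoff set from DMSO-treated cells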
MT stabilizer: microtubule stabilizers in HeLa cells. % tubulin-high responders, % at 10 µM. AID 2205. hit rate 0.83% among 200,000. HeLa tubulin immunostaining HCS, 24 h; share of cells brighter than vehicle mean+2SD;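 active = plate Z-score above 3 for both tubulin-high and condensed-nucleus cell shares, with cell loss under 80%, at 10 µM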;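 note: anti alpha tubulin signal scored within the nucleus-defined area of each cell; some results filed as inactive read as strong as hits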
M17LAP inhibition: P. falciparum M17LAP inhibitors, primary screen, biochemical, fluorogenic H-Leu-NHMec substrate, 1536-well (AID 1619) | recombinant M17LAP, H-Leu-NHMec fluorogenic kinetic assay; higher % means a stronger effect | inhibition, % at 30 µM, or IC50 in µM where a hit was titrated | hit rate 0.38% among 220,000;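 active = compound inhibiting the enzyme by more than half at any dose during confirmatory dose-response retesting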;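 note: plate controls were full reaction with DMSO carrier for no effect and no enzyme background for full effect; strong numbers were not always called active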
UTI89 phage lysis: inhibition of K1F phage lysis, E. coli UTI89, bacterial capsule biogenesis inhibitors, alamar blue (AID 488966); E. coli UTI89 K1F phage lysis, alamar blue, 2 h; higher % means a stronger effect; inhibition, % at 100 µM; hits with a dose series show IC50 in µM; hit rate 0.02% among 340,000;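 active = phage lysis inhibition, versus mean bacterial control, above a set limit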;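 note: capsule biogenesis inhibitors block K1F phage lysis so surviving cells raise fluorescence; higher fluorescence means more inhibition of phage lysis; actives were called in the ten point dose series up to 300 µM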
Dynein transport: dynein cargo transport inhibition. 3617.4 mouse cells, GR-EGFP nuclear translocation imaging; test concentration mostly 20 µM; stimulated with dexamethasone, 1 µM; stronger effect = lower value. z-score, hits read low. hit rate 0.47% among 220,000;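 active = plate z-score of nuclear minus cytoplasmic receptor signal below a set negative limit, without overly bright fluorescence or cell loss, cut at about -3.5 in these data, passing the limit was not always enough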;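 note: z-score of nuclear minus cytoplasmic ring GR-EGFP intensity difference per well; some compounds called inactive have numbers as strong as hits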
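Buffer or medium: Induction medium lacking tetracycline, stripped serum | Also added: Dexamethasone agonist, 1.0 µM final, for 30 min | Timing: 48 h induction, 1 h compound, 30 min dex at 37 °C | Detection: Formaldehyde fixation, Hoechst nuclear stain, 10x automated fluorescence imaging | Measure: Nuclear versus cytoplasmic GR-EGFP signal, averaged per well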
Dynein transport cytoplasmic EGFP: second read-out of Dynein transport, no call of its own (marks repeat the call); z-score; measured here: cytoplasmic GR-EGFP intensity; stronger effect = higher value
Dynein transport nuclear GR-EGFP: recorded beside Dynein transport, whose call it bears; z-score; measured here: nuclear GR-EGFP intensity;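 lower value marks the stronger effect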
Dynein transport cell count: recorded beside Dynein transport, whose call it bears; z-score; measured here: cell count per field
Insulin prom up cell count: further read-out of Insulin prom up, marked with its call; cell count; measured here: cytotoxicity, nuclei count;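 total cells summed across four imaged fields per well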
bCat nuc transl cell count 5 µM: recorded beside bCat nuc transl, whose call it bears; cell count; measured here: cell count, cytotoxicity flag
MT stabilizer Hoechst-high %: second read-out of MT stabilizer, no call of its own (marks repeat the call); % Hoechst-high responders; measured here: nuclear condensation Hoechst responders;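 share of cells brighter than vehicle mean plus two SD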
MT stabilizer cytotoxicity %: recorded beside MT stabilizer, whose call it bears; toxicity, %; measured here: cytotoxicity by cell density;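 0% = mean cell density of plate MIN control wells and 100% = no cells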
Autophagy HCS cell loss 18 h: second read-out of Autophagy HCS, no call of its own (marks repeat the call); toxicity, %; measured here: cell loss, nuclei count;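 cell loss after 18 h compound exposure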
Starred values were filed as active, the others as inactive; i = inactive; . = no result given.

SMILES	CSM14.1 death rescue	Insulin prom up	Insulin prom up cell count	M1AAP inhibition	bCat nuc transl	bCat nuc transl cell count 5 µM	Autophagy HCS	Autophagy HCS cell loss 18 h	MT stabilizer	MT stabilizer Hoechst-high %	MT stabilizer cytotoxicity %	M17LAP inhibition	UTI89 phage lysis	Dynein transport	Dynein transport cytoplasmic EGFP	Dynein transport nuclear GR-EGFP	Dynein transport cell count
CCC(C)NS(=O)(=O)c1ccc(NC(=O)CCC2CCCCC2)cc1 (stereo unspecified)	-1.2%	-0.57	1607	3%	-0.1	1335	i	3	3.2	1.6	1.2	0%	1.8%	-0.0027	-0.21	0.12	-0.58
O=C1COc2ccc(C(=O)c3ccccc3C(=O)NCc3ccco3)cc2N1	-1.6%	0.23	923	1%	0.5	1143	i	-3	1.3	1.7	7.4	11%	4.5%	-0.76	0.51	0.0064	1.1
CCCNC(=O)N1CCCC(C(N)=O)C1 (stereo unspecified)	-0.3%	-0.39	1329	0%	3.5	1087	i	-12	2.7	2.4	9.1	-3%	0.3%	-0.3	-0.2	-0.48	-0.11
N#Cc1cn(CCOc2ccccc2F)c2ccccc12	-1.5%	.	.	-7%	.	.	i	0	1.5	1.7	4.4	-11%	2.2%	-0.082	-0.095	0.063	-0.49
COc1ccc(NC(=O)Cn2nnc(C(=O)NCc3ccccc3)c2N)c(OC)c1	0.1%	0.99	1299	-2%	-1.0	1127	i	1	3.3	3.3	6.2	-7%	-0.1%	0.16	-0.36	0.3	-0.023
COc1ccc(-c2cn3ccccc3n2)cc1OC	-5.5%	1	1057	0%	0.5	928	i	2	3.1	2.0	17	-6%	3.6%	0.96	-0.4	0.25	-0.092
O=C(CN1C(=O)NC2(CCCCCCC2)C1=O)NCc1ccc2c(c1)OCO2	0.9%	0.47	970	-8%	0.1	1222	i	4	1.9	1.3	4.2	23%	1.9%	1.9	0.14	1.7	-1.8
Cc1cc(NC(=O)CSc2nnc(Nc3ccccc3)s2)no1	-0.4%	.	.	-2%	-3.3	1291	i	37	2.7	1.7	7.0	8%	0.4%	0.033	0.14	0.77	-0.32
COc1cccc(-c2cc(C(F)(F)F)n3ncc(C(=O)N4CCc5ccccc5C4)c3n2)c1	6.1%	-0.36	1260	0%	-0.2	1454	i	2	1.6	0.8	4.9	0%	6.0%	0.32	-0.16	0.49	-0.81
CCOc1ccc(CC(=O)NNC(=S)NC)cc1	.	0.07	1076	-1%	-0.9	1316	.	.	.	.	.	-1%	.	0.18	-0.23	1.1	-0.81
Clc1ccc(CN=C(Nc2ccccc2)NC2CCCCC2)cc1	-5.5%	-1.4	1301	37%	-0.4	1118	i	16	3.6	1.7	8.6	2%	1.3%	-0.84	0.031	-0.28	0.37
Cc1c(-c2nnc(-c3ccc(C(F)(F)F)cc3)o2)cnn1-c1ccccc1	1.3%	0.13	989	6%	.	.	i	-2	2.3	1.8	8.6	-4%	0.3%	-0.63	-0.15	-0.14	1.1
CCCCN(CC)CCNC(=O)CN1C(=O)COc2ccc(S(=O)(=O)N3CCCC3)cc21	-9.5%	2.1	1145	0%	16	167	i	-4	1.9	1.3	4.6	7%	-2.1%	0.5	-0.23	0.33	-0.48
O=[N+]([O-])c1cncc([N+](=O)[O-])c1Nc1ccccc1Cl	18%	-1.4	1433	2%	-1.7	1115	i	21	4.7	2.1	6.2	5%	-1.6%	0.56	-0.27	0.55	0.29
COc1ccc(CNC(=O)C(c2ccncc2)N(C(=O)Cc2cccs2)c2ccc(C)cc2)cc1 (stereo unspecified)	-1.6%	-0.75	1675	9%	2.4	955	i	3	2.4	1.9	7.2	14%	2.4%	-0.048	0.063	-0.27	-0.12
S=c1[nH]nc(-c2ccncc2)n1/N=C/c1ccccc1Cl	.	-0.54	1316	-2%	-1.9	1139	.	.	.	.	.	4%	.	0.25	-0.28	0.068	0.34
Cc1[nH]nc2c1C(c1cccs1)C(C#N)=C(N)O2 (stereo unspecified)	-0.6%	-0.41	1215	3%	-0.5	1175	i	35	2.5	2.4	6.6	6%	-1.5%	0.24	-0.29	0.13	-0.039
COC(=O)CCSCC(=O)Nc1ccc(C)c(S(=O)(=O)N2CCCCC2)c1	.	0.03	1108	5%	1.6	1265	.	.	.	.	.	-1%	-0.3%	0.0053	-0.23	0.013	0.6
O=C1CC(NCc2ccco2)C(=O)N1CCc1ccccc1 (stereo unspecified)	-1.7%	0.5	1260	8%	-2.1	1154	i	-4	2.9	2.2	1.5	-10%	11%	0.88	-0.15	1.1	-1.1
CC1(C)Cc2ccccc2-c2nc(NCCCO)n(-c3ccccc3)c(=O)c21	1.1%	-0.98	1354	7%	-2.7	1009	i	-2	1.9	2.1	8.5	-166%	0.5%	-0.12	-0.22	0.21	0.76
COC(=O)CCC(=O)Nc1ccc(NC(=O)CCC(=O)OC)cc1	-2.8%	0.48	1766	-4%	-2.1	1045	i	-3	4.2	2.0	5.5	1%	0.1%	-0.33	-0.15	0.04	0.093
CCC(CC)C(=O)Oc1c(Sc2ccccc2[N+](=O)[O-])c(C)nn1C(C)(C)C	-2.9%	0.53	1454	0%	-3.0	1141	i	13	4.4	3.0	2.8	3%	1.5%	-0.26	-0.21	-0.33	-0.11
CCn1cnc2c(oc3ccccc32)c1=O	-11%	-0.39	1296	2%	0.3	1098	i	-4	1.5	2.1	2.5	-2%	0.3%	-0.13	0.43	-0.43	0.93
COc1cccc(-n2c(=S)sc3c(=O)n(-c4ccccc4OC)c(SCC4OCCO4)nc32)c1	0.5%	.	.	8%	1.3	618	i	-20	1.4	0.9	4.5	-1%	0.0%	-0.39	-0.29	-0.086	0.71
O=C(NCCc1ccccc1)C1CCCN(S(=O)(=O)c2cnc[nH]2)C1 (stereo unspecified)	-1.4%	0.55	1014	7%	.	.	i	1	2.0	4.1	7.2	0%	1.6%	-0.66	-0.25	-0.19	0.56
SMILES	CSM14.1 death rescue	Insulin prom up	Insulin prom up cell count	M1AAP inhibition	bCat nuc transl	bCat nuc transl cell count 5 µM	Autophagy HCS	Autophagy HCS cell loss 18 h	MT stabilizer	MT stabilizer Hoechst-high %	MT stabilizer cytotoxicity %	M17LAP inhibition	UTI89 phage lysis	Dynein transport	Dynein transport cytoplasmic EGFP	Dynein transport nuclear GR-EGFP	Dynein transport cell count
COc1ccccc1NC(=S)Nc1ccccc1F	2.2%	0.11	1871	6%	0.6	1070	i	-18	3.1	1.8	3.2	2%	1.1%	-0.011	-0.14	-0.15	-0.69
COCCN1Cc2cc3cc(C)ccc3nc2SC1=Nc1ccc(OC)cc1	9.4%	.	.	-2%	-0.2	1590	i	26	2.6	2.6	7.4	9%	-0.1%	-0.97	-0.14	-0.54	-0.75
CN1c2ccccc2C(=O)NC1c1ccc(Cl)cc1 (stereo unspecified)	0.9%	-0.88	1173	6%	-1.8	1092	i	-7	5.4	4.5	8.5	-3%	3.1%	-0.49	-0.21	0.12	0.29
Cc1nnc(SCC(=O)Nc2cc(S(=O)(=O)N3CCCC3)ccc2Cl)s1	.	-0.15	934	17%	0.9	1355	.	.	.	.	.	15%	0.0%	0.81	-0.24	0.87	-0.85
O=C(C1CCCN(c2ncccn2)C1)N1CCc2ccccc21 (stereo unspecified)	-0.7%	-0.62	1043	11%	-1.1	1158	i	1	2.4	0.9	3.5	-4%	0.8%	0.26	-0.2	-0.11	0.26
N#Cc1c(NC(=O)CSc2ncnc3c2cnn3-c2ccccc2Cl)sc2c1CCCC2	.	.	.	-2%	.	.	i	2	1.6	1.1	11	7%	0.1%	-0.55	0.04	-0.13	0.44
Cc1ccc(S(=O)(=O)c2cccc(S(=O)(=O)N3CCCC3)c2)cc1S(=O)(=O)N1CCCC1	-1.5%	3*	566*	1%	-2.2	694	i	8	5.8	2.6	5.4	16%	2.8%	0.8	-0.19	1.2	-0.27
COc1ccc(S(=O)(=O)n2ccc(-c3ccc4c(c3)CCC(C)(C)O4)n2)cc1	.	0.66	1431	10%	-1.1	1340	.	.	.	.	.	0%	.	0.59	-0.012	0.2	-2.5
O=C(CSc1nnc(NC2CCCCC2)s1)Nc1ccc(N2CCOCC2)cc1	0.0%	.	.	1%	.	.	i	-5	2.2	1.4	5.1	27%	-1.8%	-0.53	-0.15	-0.86	-0.51
O=C(Nc1ccccc1C(F)(F)F)N1CCCC1c1cccnc1 (stereo unspecified)	.	0.15	1441	-2%	-4.6	1168	.	.	.	.	.	12%	0.5%	-0.83	0.34	-0.35	0.11
CCCN1C[C@H](CSC)C[C@@H]2c3cccc4[nH]cc(c34)C[C@H]21	-4.0%	.	.	6%	0.1	570	i	0	2.6	3.1	12	15%	3.5%	0.16	-0.076	0.3	0.6
